TcdB inh = TcdB glycohydrolase inhibitors, primary screen, biochemical, single point, plate reader. TcdB glycohydrolase enzymatic assay. AID 652162, 2013. inhibition, % at 9.99 µM. hit rate 0.24% among 350,000; in the data active = inhibition above about 10%
Target sequence (P18177 whole entry, looked up): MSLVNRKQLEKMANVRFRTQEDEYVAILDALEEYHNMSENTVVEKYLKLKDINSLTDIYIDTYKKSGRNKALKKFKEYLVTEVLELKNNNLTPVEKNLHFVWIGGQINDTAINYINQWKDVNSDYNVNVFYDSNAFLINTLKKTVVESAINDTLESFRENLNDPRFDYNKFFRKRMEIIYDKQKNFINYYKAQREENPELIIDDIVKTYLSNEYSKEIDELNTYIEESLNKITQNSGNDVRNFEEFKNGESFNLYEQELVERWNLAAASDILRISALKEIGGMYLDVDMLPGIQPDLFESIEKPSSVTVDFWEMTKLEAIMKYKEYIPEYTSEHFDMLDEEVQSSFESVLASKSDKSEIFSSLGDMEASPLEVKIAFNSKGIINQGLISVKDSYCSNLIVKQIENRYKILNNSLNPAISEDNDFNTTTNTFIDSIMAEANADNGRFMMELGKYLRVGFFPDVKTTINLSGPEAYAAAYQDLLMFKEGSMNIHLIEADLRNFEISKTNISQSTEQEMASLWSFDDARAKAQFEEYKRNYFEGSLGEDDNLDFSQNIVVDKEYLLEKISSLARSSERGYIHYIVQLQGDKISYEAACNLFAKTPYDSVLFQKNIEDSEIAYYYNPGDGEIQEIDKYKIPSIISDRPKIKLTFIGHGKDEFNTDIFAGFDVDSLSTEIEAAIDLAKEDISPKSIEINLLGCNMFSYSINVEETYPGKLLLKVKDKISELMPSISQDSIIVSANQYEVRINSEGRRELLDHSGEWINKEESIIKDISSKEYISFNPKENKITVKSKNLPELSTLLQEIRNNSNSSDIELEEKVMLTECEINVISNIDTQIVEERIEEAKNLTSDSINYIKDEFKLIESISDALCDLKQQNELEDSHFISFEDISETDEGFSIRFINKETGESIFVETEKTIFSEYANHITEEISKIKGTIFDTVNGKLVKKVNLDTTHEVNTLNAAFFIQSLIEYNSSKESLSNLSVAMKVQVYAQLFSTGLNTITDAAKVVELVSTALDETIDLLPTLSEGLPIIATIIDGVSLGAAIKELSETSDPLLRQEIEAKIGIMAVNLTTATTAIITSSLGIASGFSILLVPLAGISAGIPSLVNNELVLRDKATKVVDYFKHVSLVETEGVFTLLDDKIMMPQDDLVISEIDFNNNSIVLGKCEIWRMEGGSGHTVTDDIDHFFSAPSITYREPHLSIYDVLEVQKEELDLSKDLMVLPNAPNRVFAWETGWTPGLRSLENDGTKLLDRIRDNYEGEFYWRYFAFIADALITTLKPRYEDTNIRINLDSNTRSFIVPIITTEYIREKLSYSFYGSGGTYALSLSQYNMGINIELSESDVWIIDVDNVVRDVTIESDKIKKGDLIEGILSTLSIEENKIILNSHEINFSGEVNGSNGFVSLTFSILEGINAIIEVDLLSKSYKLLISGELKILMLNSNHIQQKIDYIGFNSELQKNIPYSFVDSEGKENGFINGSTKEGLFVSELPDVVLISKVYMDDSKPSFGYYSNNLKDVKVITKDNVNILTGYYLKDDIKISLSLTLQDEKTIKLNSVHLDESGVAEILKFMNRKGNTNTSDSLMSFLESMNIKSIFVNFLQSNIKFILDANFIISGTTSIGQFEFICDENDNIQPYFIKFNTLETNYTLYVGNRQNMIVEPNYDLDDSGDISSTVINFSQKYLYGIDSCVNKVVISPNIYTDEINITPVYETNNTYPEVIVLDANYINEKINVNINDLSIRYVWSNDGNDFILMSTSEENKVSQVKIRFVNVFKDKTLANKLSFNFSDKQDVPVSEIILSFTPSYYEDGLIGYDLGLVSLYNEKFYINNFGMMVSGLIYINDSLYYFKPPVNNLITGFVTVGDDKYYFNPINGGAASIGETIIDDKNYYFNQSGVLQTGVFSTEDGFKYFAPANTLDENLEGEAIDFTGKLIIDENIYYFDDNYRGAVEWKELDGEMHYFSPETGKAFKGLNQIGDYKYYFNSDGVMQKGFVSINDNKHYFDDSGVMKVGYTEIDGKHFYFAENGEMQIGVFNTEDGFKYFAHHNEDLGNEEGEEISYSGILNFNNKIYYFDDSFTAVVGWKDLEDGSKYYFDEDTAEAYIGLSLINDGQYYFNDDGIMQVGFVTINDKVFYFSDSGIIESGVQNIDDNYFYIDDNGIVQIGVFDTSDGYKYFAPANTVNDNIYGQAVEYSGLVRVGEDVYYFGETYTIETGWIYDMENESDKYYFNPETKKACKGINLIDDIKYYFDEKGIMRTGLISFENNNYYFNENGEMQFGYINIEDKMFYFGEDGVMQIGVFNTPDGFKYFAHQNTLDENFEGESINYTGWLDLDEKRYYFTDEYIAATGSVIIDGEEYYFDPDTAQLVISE
The depositor's hits bear a star; & = joins results of further samples. A portion of the library; the hit share may differ from the screen's.

SMILES	TcdB inh
C[C@H](CO)N1C[C@H](C)[C@@H](CN(C)Cc2ccc(C(=O)O)cc2)Oc2ccc(NC(=O)Cn3cnnn3)cc2CC1=O	-1.1
O=C(Nc1ccc(F)cc1)C(c1ccccc1OC(F)(F)F)N1CCN(c2cccc(C(F)(F)F)n2)CC1 (centres undefined)	1.9
CO[C@@H]1CN(C)C(=O)c2cc(NC(=O)CC(F)(F)F)ccc2OC[C@H](C)NC[C@@H]1C	-0.5
COc1ccc2c3c([nH]c2c1)[C@@H](CO)N(C(=O)c1cccc(F)c1)CC31CN(C(=O)c2ccccc2)C1	0.3
COc1ccc(C2=Nc3ccccc3N(C(=O)c3ccc(C)cc3)C2C(=O)Nc2c(C)cccc2C)cc1 (centres undefined)	0.1
OC[C@@H]1[C@@H](c2ccccc2)C2(CN(CC3CCOCC3)C2)N1Cc1nccs1	1.0
CCC(=O)N1[C@@H](CO)[C@H](c2ccccc2)C12CN(C(=O)c1cnccn1)C2	-1.4
COc1cc(C=C2C(=O)C=CC2=O)ccc1O	-5.6
N#C[C@@H]1[C@@H](c2ccccc2C2=CCCCC2)[C@@H](CO)N1C(=O)c1ccccn1	0.7
COc1ccc(C(=O)NCC2CCN(C(=O)C(=O)c3cc4ccccc4o3)CC2)cc1	0.7
O=C(Nc1ccccc1F)N1CC(=O)N2[C@@H](CO)[C@H](c3ccc(C#Cc4ccc(F)cc4)cc3)[C@@H]2C1	0.5
OC[C@@H]1Nc2ccc(C#Cc3ccc(F)cc3)cc2[C@H]2NCC[C@@H]12	0.5
COC(=O)C1=CN(c2ccc(OC)cc2OC)C(N)=C(C#N)C1c1cccc([N+](=O)[O-])c1 (centres undefined)	1.1
CN1CCCCC(NC(=O)c2cccs2)C1=O (centres undefined)	0.0
O=C(CC1CC1)N1CC2(C1)[C@H](c1ccccc1)[C@H](CO)N2C(=O)c1ccccn1	-0.8
O=C(C(=O)N1CCN(S(=O)(=O)c2ccc(C(F)(F)F)cc2)CC1)c1cccc(C(F)(F)F)c1	0.0
CC=Cc1ccc2n(c1=O)C[C@@H]1[C@@H](CO)[C@H](C(=O)NCCC)[C@H]2N1C(=O)C1CCC1 (mixture of isomers)	-0.9
CC(C)NC(=O)N1CC2(C1)[C@@H](c1ccccc1)[C@H](CO)N2C(=O)c1ccccn1	0.6
COC(=O)Cc1nnn2c1[C@H](C)[C@H](c1ccccc1[N+](=O)[O-])OCC2	0.0
CCCCCCCCN1C(=O)[C@@H](CC(=O)NCC23CC4CC(CC(C4)C2)C3)C[C@@]2(C(=O)OC)C1=C[C@H](C1CCCC1)O[C@@H]2C	0.5
N#C[C@H]1[C@@H](c2ccccc2C2=CCCCC2)[C@H](CO)N1C(=O)Cc1ccncc1	0.1
CC1Cc2[nH]c(=S)[nH]c(=O)c2C(C(C)C)O1 (centres undefined)	5.1
CC(=O)NC[C@@H]1[C@@H](c2ccc(C3=CCCCC3)cc2)[C@@H](CO)N1C(=O)C1CC1	-1.6
C[C@H](CO)N1C[C@H](C)[C@@H](CN(C)Cc2ccc3c(c2)OCO3)Oc2c(NC(=O)Nc3cccc4ccccc34)cccc2C1=O	3.7
CCCNC(=O)N1[C@H](CO)[C@H](c2ccccc2)[C@H]1CNC(=O)C1CCCCC1	0.6

The listing continues:
SMILES	TcdB inh
COc1ccc(NC(=O)N2CC(=O)N3[C@H](CO)[C@@H](c4ccc(-c5ccc(C)cc5)cc4)[C@@H]3C2)cc1	1.0
CCCNC(=O)N1CC2(C1)CN(C(=O)Nc1ccc(F)cc1)[C@H](CO)c1[nH]c3cc(OC)ccc3c12	0.5
N#C[C@H]1[C@H](c2ccccc2-c2ccccc2)[C@@H](CO)N1C(=O)NC1CCCC1	-0.4
COC(=O)Cc1nnn2c1[C@H](C)[C@@H](OC)c1cccc(Cl)c1-2	-1.3
CCC(=O)N1CC2(CN(Cc3cccnc3)C2)c2c(n(C)c3cc(OC)ccc23)[C@@H]1CO	1.8
CS(=O)(=O)N1CC2(C1)[C@H](c1ccccc1)[C@@H](CO)N2CCC(F)(F)F	0.2
NC(=O)c1ncn2c(=O)n(CCCl)nnc12	1.1
Cc1noc(C)c1S(=O)(=O)N(C)C[C@H]1OCCCC[C@H](C)Oc2ccc(NC(=O)Nc3cccc4ccccc34)cc2C(=O)N([C@H](C)CO)C[C@H]1C	-2.3
COc1ccc2c3c([nH]c2c1)[C@H](CO)N(C(=O)Nc1ccc(F)cc1)CC31CN(S(=O)(=O)c2ccc(C)cc2)C1	0.4
COCCCn1cc(CN2CC(N3CCN(CCO)CC3)CS2(=O)=O)nn1 (centres undefined)	1.5
COCC#Cc1ccc([C@H]2[C@@H](CO)N3C(=O)CN(C(=O)Nc4ccc(F)cc4)C[C@H]23)cc1	1.6
CN(C)C(=O)c1cccc(-c2ccc([C@H]3[C@H](CO)N4C(=O)CN(C(=O)Cc5ccccc5)C[C@@H]34)cc2)c1	-0.4
CCCNC(=O)N1CC2(CN(C(=O)Cc3cccnc3)C2)c2c([nH]c3cc(OC)ccc23)[C@@H]1CO	-1.5
C[C@H]1CN([C@@H](C)CO)C(=O)c2cc(NS(=O)(=O)c3cccs3)ccc2O[C@H]1CN(C)S(=O)(=O)c1ccccc1	0.4
C[C@H](CO)N1C[C@H](C)[C@@H](CN(C)Cc2ccc(C(=O)O)cc2)Oc2ccc(NC(=O)Cc3cn(C)c4ccccc34)cc2CC1=O	-0.2
C[C@@H]1CN([C@H](C)CO)C(=O)Cc2cc(NS(=O)(=O)c3cn(C)cn3)ccc2O[C@@H]1CN(C)S(=O)(=O)c1ccc(F)cc1	-0.4
CC(=O)N1C[C@@H](CO)[C@@H](N(C)C(=O)C(C)(C)C)C[C@H]1c1ccccc1Br	0.9
CS(=O)(=O)N1CC(=O)N2[C@H](CO)[C@H](c3ccc(C#CCC4CCCC4)cc3)[C@H]2C1	0.3
COc1cccc(-c2ccc3c(c2)[C@@H]2[C@@H](CCN2S(=O)(=O)c2ccccc2OC)[C@@H](CO)N3)c1	0.7
CC(=O)N1CC(=O)N2[C@H](CO)[C@@H](c3ccc(C#CC(C)C)cc3)[C@@H]2C1	0.2
O=C(N[C@H](C(=O)N1CCC[C@H]1C(=O)NC1CCCC1)c1ccccc1)C1CCCC1	0.6
COCCCN1C(=O)C(CC(=O)NCCCN(C)C)CC(C(=O)N2CCCCCC2)=C1C (centres undefined)	1.5
COc1cccc(C#Cc2ccc([C@@H]3[C@H](CO)N4C(=O)CN(C(=O)C5CC5)C[C@@H]34)cc2)c1	0.4
Cc1cc2c(cc1C)-c1nnnn1C(N1CCCCC1)C(=O)N2 (centres undefined)	1.1
COc1ccccc1-c1ccc(C2[C@H]3CNC[C@@H]2N3S(=O)(=O)c2ccccc2)cc1 (some centres undefined)	-0.1&-9.8

In the list so far, 2 have two or more sulfur atoms.
SMILES	TcdB inh
C[C@H]1CN([C@@H](C)CO)C(=O)c2cc(NS(=O)(=O)c3cccs3)ccc2O[C@H]1CN(C)S(=O)(=O)c1ccccc1	0.4
C[C@@H]1CN([C@H](C)CO)C(=O)Cc2cc(NS(=O)(=O)c3cn(C)cn3)ccc2O[C@@H]1CN(C)S(=O)(=O)c1ccc(F)cc1	-0.4

In the list so far, 4 have a CF3 group:
SMILES	TcdB inh
O=C(Nc1ccc(F)cc1)C(c1ccccc1OC(F)(F)F)N1CCN(c2cccc(C(F)(F)F)n2)CC1 (centres undefined)	1.9
CO[C@@H]1CN(C)C(=O)c2cc(NC(=O)CC(F)(F)F)ccc2OC[C@H](C)NC[C@@H]1C	-0.5
O=C(C(=O)N1CCN(S(=O)(=O)c2ccc(C(F)(F)F)cc2)CC1)c1cccc(C(F)(F)F)c1	0.0
CS(=O)(=O)N1CC2(C1)[C@H](c1ccccc1)[C@@H](CO)N2CCC(F)(F)F	0.2

Remaining list, next part.
SMILES	TcdB inh
C=CCNc1cccc2c1S(=O)(=O)N[C@@H](C)CO2	-0.9
Cc1ccc(-c2ccc(C3[C@H]4CNC[C@@H]3N4C(=O)Nc3ccc(F)cc3)cc2)cc1 (some centres undefined)	-0.4&0.0
C[C@@H]1O[C@H](CCc2cccc(Cl)c2)CC2=C1C(=O)OC(C)(C)O2	0.8
COCC(=O)N1[C@H](CO)[C@@H]2c3ccccc3N(C(=O)NC(C)C)C[C@@H]21	-0.5
CCOC(=O)C1CSCCS(=O)(=O)N1Cc1cccc(Cl)c1 (centres undefined)	1.7
COc1ccc(-c2ccc3n(c2=O)C[C@@H]2N[C@H]3[C@H](C(=O)N3CCCCC3)[C@H]2CO)cc1	-0.1
CCOC(=O)/C=C/c1cccc(C)c1O	2.5
N#CCC1(O)C(=O)N(Cc2ccccc2)c2ccccc21 (centres undefined)	-0.2
COc1ccc(CN(C)C[C@@H]2Oc3ccc(NS(=O)(=O)c4c(C)noc4C)cc3CC(=O)N([C@@H](C)CO)C[C@H]2C)cc1	-0.3
CCCCN1CC(COCc2ccccc2)Oc2cccc(NCc3cc(OC)c(OC)c(OC)c3)c2S1(=O)=O (centres undefined)	0.5
Oc1ccc(C[C@H]2CN([C@@H](Cc3ccccc3)CN3CCCC3CN3C(=S)NC[C@@H]3Cc3ccccc3)C(=S)N2CCc2ccccc2)cc1 (some centres undefined)	0.1
C[C@H](CO)N1C[C@H](C)[C@H](CN(C)C(=O)Oc2ccccc2)OCc2ccccc2-c2c(n(C)c3ccccc23)C1=O	0.2
C[C@@H]1CN([C@H](C)CO)C(=O)c2cc(NS(=O)(=O)c3cccs3)ccc2O[C@@H](C)CCCCO[C@H]1CN(C)Cc1ccc(C(=O)O)cc1	0.7
CC(C)NC(=O)Nc1cccc2c1O[C@@H](CN(C)Cc1ccc3c(c1)OCO3)[C@H](C)CN([C@H](C)CO)C2=O	-0.1
CC(C)(C)[S@](=O)N1Cc2cc(C(=O)O)nc(-c3cccc(-c4cccc(F)c4)c3)c2[C@@H]1CCO	-0.6
O=C(C[C@@H]1CC[C@H](NC(=O)Nc2cc(F)ccc2F)[C@H](CO)O1)Nc1ccc(-c2ccccc2)cc1	0.5
COc1ccc2c3c([nH]c2c1)[C@@H](CO)N(C(=O)C1CCCC1)CC31CCN(C(=O)c2ccncc2)CC1	1.0
O=C(NC1CCCC1)C1C(c2ccccc2)=Nc2ccccc2N1C(=O)c1ccc(C(F)(F)F)cc1 (centres undefined)	0.0
Cc1ccc(C2c3c(n[nH]c3C)C(=O)N2c2ccccc2)cc1 (centres undefined)	1.7
Cc1ccc(-c2ccc([C@@H]3[C@H]4CN(C(=O)Nc5cccc(F)c5)CC(=O)N4[C@H]3CO)cc2)cc1	-2.3
COc1ccc2c3c(n(C)c2c1)[C@@H](CO)NCC31CCN(S(=O)(=O)c2cccc(C)c2)CC1	-1.0
CN1C(=O)c2cc(NC(=O)C3CCCC3)ccc2OC[C@@H]2O[C@H](CC(=O)NCCc3ccncc3)CC[C@H]21	-0.1
CCCNC(=O)N1CC2(CN(CC3CCCCC3)C2)c2c(n(C)c3cc(OC)ccc23)[C@H]1CO	0.9
O=C(Nc1ccc(F)cc1)N1CC(=O)N2[C@H](C1)[C@H](c1ccc(C3=CCCC3)cc1)[C@@H]2CO	0.1
CO[C@@H]1CN(C)C(=O)c2ccc(NC(C)=O)cc2OC[C@H](C)N(Cc2ccccc2C(=O)O)C[C@H]1C	0.1

2 entries from above, field by field:
CCCNC(=O)N1CC2(CN(CC3CCCCC3)C2)c2c(n(C)c3cc(OC)ccc23)[C@H]1CO
- TcdB inh: 0.9
O=C(Nc1ccc(F)cc1)N1CC(=O)N2[C@H](C1)[C@H](c1ccc(C3=CCCC3)cc1)[C@@H]2CO
- TcdB inh: 0.1

Remaining list, next part
SMILES	TcdB inh
COc1ccc2c3c([nH]c2c1)[C@@H](CO)N(S(=O)(=O)c1cn(C)cn1)CC31CCN(CC2CCCCC2)CC1	0.7
COc1ccccc1-c1ccc2c(c1)[C@H]1[C@H](CCN1C(=O)C1CCC1)[C@H](CO)N2	0.3
Cc1cc(Br)cn2c(Cc3ccccc3)c(-c3cccc(Cl)c3)nc12	0.4
Cc1cc(O)cc(=O)n1-c1cccc(Br)c1	-2.3
O=C(c1ccc(F)cc1)N1CC(=O)N2[C@H](C1)[C@@H](c1ccc(-c3cccnc3)cc1)[C@@H]2CO	0.5
CCCC#Cc1ccc([C@H]2[C@H]3CN(C(=O)Nc4cccc(F)c4)CC(=O)N3[C@H]2CO)cc1	-0.7
C/C=C/c1ccc([C@@H]2[C@@H](CO)N(C(=O)c3ccccc3)C23CN(C(C)=O)C3)cc1	1.4
COc1ccc(NC(=O)N(C)C[C@@H]2OCCCC[C@@H](C)Oc3ccc(NC(=O)c4ccccc4)cc3C(=O)N([C@@H](C)CO)C[C@@H]2C)cc1	0.1
N#C[C@@H]1[C@@H](c2ccc(C3=CCCC3)cc2)[C@@H](CO)N1C(=O)NC1CCCCC1	-0.1
O=C1CN(Cc2ccccc2)C[C@@H]2[C@@H](c3ccc(Br)cc3)[C@H](CO)N12	-0.1
CCNC(=O)[C@H]1[C@H](CO)[C@H]2Cn3c(ccc(C4=CCCC4)c3=O)[C@@H]1N2S(=O)(=O)c1cn(C)cn1	1.3
CC(C)c1cn(CC[C@H]2CC[C@H](NC(=O)C3CCOCC3)[C@@H](CO)O2)nn1	-0.1
O=C(NC1CCCC1)N1CC(=O)N2[C@H](CO)[C@H](c3ccc(-c4cccnc4)cc3)[C@@H]2C1	1.5
CC(=O)N[C@H]1C[C@@H]2O[C@@H](CO)CC[C@@H]2O[C@@H]1CCc1ccc(C#CC2(O)CCCC2)cc1	-0.9
O=C(C[C@@H]1C[C@@H]2c3cc(NC(=O)NC4CCCCC4)ccc3O[C@@H]2[C@@H](CO)O1)NC1CCCC1	0.3
CCOC(=O)N1CCN(C(=O)C[C@@H]2C[C@@]3(C(=O)OC)CC(C)(C)CC=C3N(Cc3cccc4ccccc34)C2=O)CC1	0.3
O=C(C1CCCC1)N1[C@H](CO)[C@H](c2ccccc2)C12CN(CCC(F)(F)F)C2	-0.5
C[C@@H]1CN([C@H](C)CO)C(=O)Cc2cc(NC(=O)Nc3ccc4c(c3)OCO4)ccc2O[C@H]1CN(C)S(=O)(=O)c1ccc(F)cc1	0.7

Molecules listed so far containing a nitro group on carbon, in the order listed:
SMILES	TcdB inh
COC(=O)C1=CN(c2ccc(OC)cc2OC)C(N)=C(C#N)C1c1cccc([N+](=O)[O-])c1 (centres undefined)	1.1
COC(=O)Cc1nnn2c1[C@H](C)[C@H](c1ccccc1[N+](=O)[O-])OCC2	0.0
